Screening data as filed in PubChem.
Hsp90 Hop PPI – changes Hsp90-Hop TPR2A binding signal, up or down; AlphaScreen TPR2A-His6 binding biotin-Hsp90 C-terminal peptide; Potency, µM (top dose mostly 57 µM), for inactives: at the highest dose activity change, negative = inhibition; AID 595; hit rate 0.44% among 71,000; active means well fitted curve in either direction with a large enough effect; inconclusive means small, poorly fitted or top-dose-only effect, or another doubt; further: potency means the concentration at half of the fitted maximal effect; on the % scale 0 is the no-effect control and ±100 the full control effect; many of its hits are not listed in these tables
FLuc inh – blocks Photinus pyralis firefly luciferase activity; hit rate 2.2% among 72,000; purified firefly luciferase, luminescence, 8 min; Potency, µM (doses to about 57.1 µM), inactives show top-dose activity change, negative = inhibition, most hits filed as inhibitors; AID 411; further: potency means the concentration at half of the fitted maximal effect; on the % scale 0 is the no-effect control and ±100 the full control effect; nearly all actives have a fitted effect of over 40% in size
Target sequence (P08659 whole entry, looked up): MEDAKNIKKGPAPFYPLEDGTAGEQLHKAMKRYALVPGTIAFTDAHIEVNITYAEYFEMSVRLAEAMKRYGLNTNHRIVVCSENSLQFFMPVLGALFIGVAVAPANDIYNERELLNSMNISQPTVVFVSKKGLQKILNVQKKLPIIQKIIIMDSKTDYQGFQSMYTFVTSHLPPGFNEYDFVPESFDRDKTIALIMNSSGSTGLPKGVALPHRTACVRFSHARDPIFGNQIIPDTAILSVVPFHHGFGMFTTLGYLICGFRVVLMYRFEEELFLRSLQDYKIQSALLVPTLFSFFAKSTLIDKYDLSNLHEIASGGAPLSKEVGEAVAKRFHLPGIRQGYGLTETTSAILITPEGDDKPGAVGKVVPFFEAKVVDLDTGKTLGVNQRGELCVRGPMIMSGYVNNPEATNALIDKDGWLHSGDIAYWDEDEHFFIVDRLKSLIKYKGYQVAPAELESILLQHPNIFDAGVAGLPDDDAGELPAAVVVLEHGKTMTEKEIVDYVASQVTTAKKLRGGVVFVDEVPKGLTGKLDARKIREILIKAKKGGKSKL
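Inhibition of light generation by firefly luciferase from ATP and luciferin was profiled with concentration-response curves per sample, ATP held at 10 uM within the enzyme's linear range. Plates were read by luminescence after an 8-minute ambient incubation.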
4-MU autofl – compounds fluorescent in 4-MU spectral region; compound autofluorescence, 340/450 nm, 4-MU equivalents; hits give high values; AID 589; max dye-equivalent concentration, M; hit rate 11% among 59,000; in the data active means max dye-equivalent concentration above about 10 nM; inconclusive means mostly about 1.1 nM to 9.6 nM
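Compounds in 100 mM Tris, pH 8.0, incubated 15 min at room temperature, then fluorescence read at 340 nm excitation/450 nm emission. Signal converted to 4-MU dye-equivalent concentration using an on-plate six-point 4-MU standard curve.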
ERK AVP inh – blocks ERK signaling stimulated by vasopressin; HEK293-V1b, vasopressin-stimulated pERK AlphaScreen; hit rate 0.99% among 72,000; AID 995; Potency, µM (highest dose often 57.5 µM), inactives show at the highest dose activity, negative = inhibition, actives largely listed as inhibitors; further: potency means the concentration at half of the fitted maximal effect; on the % scale 0 is the no-effect control and ±100 the full control effect; nearly all actives have a fitted effect of over 55% in size
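HEK293 cells stably expressing V1b receptor, preincubated 30 min at 37 °C with compound, then stimulated 5 min with 25 nM vasopressin. Phospho-ERK by AlphaScreen SureFire after 5 h RT; normalized to DMSO and vasopressin; AC50 by Hill fit.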
UbGFP stabilizer – proteasome inhibitors stabilizing ubiquitin-GFP reporter; AID 526; 67,000 tested, under 10 active; Ubiquitin-GFP reporter cells, proteasome inhibition, GFP fluorescence; response scale: untreated = 0%, 10 µM MG-132 = 100%; Potency, µM (highest dose often 45.9 µM), for inactives: top-dose activation (GFP accumulation), usual class: activators; active means well fitted activation curve with a large enough effect, not every such curve was filed as active; inconclusive means small, poorly fitted or top-dose-only effect, or another doubt; inactive means no such curve, though single readings can be large or run the other way; further: potency means the concentration at half of the fitted maximal effect
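Proteasome blockade was scored as a rise in GFP-expressing U2OS cells carrying a ubiquitin(G76V)-GFP construct, imaged after 4 hr compound treatment at 37 °C across a 46 uM–2.9 nM series.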
HBB splicing – alters splicing of the hemoglobin beta chain; HBB splicing reporter cell assay, activation; EGFP reporter with mutant IVS2-654 intron; response scale: normalised to 500 nM splice-correcting PNA; hit rate 0.06% among 65,000; Potency, µM (highest dose often 46.1 µM), inactives show top-dose activation, hits mostly activators; AID 925; further: potency means the concentration at half of the fitted maximal effect; 0% is about no effect
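Compounds were applied for 2 days to HeLa EGFP-654 cells, 500/well in Optimem with 2% FCS. The reporter's EGFP is disrupted by mis-splicing of beta-globin intron IVS2-654. Readout: summed well GFP fluorescence from 488 nm laser scanning; reference was 500 nM antisense […] 654 PNA.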
Fluorescein fluor – compound autofluorescence in fluorescein spectral region. Compound autofluorescence, 480/540 nm, fluorescein-equivalent; hits give high values. max fluorescein-equivalent concentration, M. hit rate 0.91% among 59,000. AID 593; in the data active means max fluorescein-equivalent concentration above about 10 nM; inconclusive means between about 1.1 nM and that limit
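First, buffer (100 mM Tris, pH 8.0) dispensed; second, compounds and fluorescein standards pinned in; third, 15 min room-temperature incubation; finally, imaging at ex 480 nm/em 540 nm. Fluorescence normalized against the six-point fluorescein curve.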
A350 autofl – A350 region autofluorescence; Compound autofluorescence, 340/450 nm, Alexa 350 dye-equivalents; hits give high values; max dye-equivalent concentration, M; hit rate 11% among 59,000; in the data active means max dye-equivalent concentration above about 10 nM; inconclusive means mostly about 1.1 nM to 9.6 nM
CRE-bla Fsk – CRE-bla signaling modulation under forskolin stimulation; Potency, µM (series often up to 38.2 µM), inactives show top-dose activity change, negative = inhibition, most hits filed as activators; hit rate 2.5% among 71,000; CHO CRE-bla reporter (cAMP response element driving beta-lactamase), forskolin EC10, beta-lactamase ratio; active means well fitted activation curve with a large enough effect in the signal ratio, with a control signal flat, not every such curve was filed as active; inconclusive means small, poorly fitted or top-dose-only effect, or effect the other way, or a change in a side signal; the % refers to the signal ratio; further: potency means the concentration at half of the fitted maximal effect; % of control where 0% means no effect
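Modulation of forskolin signalling: compounds in titration series added with EC10 NKH 477 to CHO cells carrying a CRE-driven beta-lactamase reporter, 3 h, 37C. CCF4 FRET ratio (460/530 nm, ex 405 nm) gives %activity and AC50.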
Epigenetic mod – derepresses silenced GFP locus in mouse C127i cells; mouse C127i GFP locus derepression, cytometry, 30 h; Potency, µM (doses to about 46.1 µM), inactives show at the top dose GFP derepression (activation); hit rate 0.09% among 68,000; AID 597; further: % of control where 0% means no effect
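Read-out is the number of GFP-positive cells, scored as fluorescent objects 20 to 120 um wide, reflecting derepression of a silenced CMV-GFP reporter in murine C127i cells after 30 h compound exposure at 37 C.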
TexasRed autofl – compound fluoresces in the Texas Red spectral region. hit rate 0.06% among 59,000. Compound fluorescence, Texas Red channel, 547/618 nm; hits give high values. max dye-equivalent concentration, M. AID 587; in the data active means max dye-equivalent concentration above about 10 nM; inconclusive means between about 1.1 nM and that limit
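Pin-transferred compounds and Texas Red standards go into 100 mM Tris buffer, pH 8.0. After 15 min at room temperature, plates are imaged with 547/618 nm filters. Each value is a dye-equivalent concentration derived from the per-plate dye curve.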
Starred values were filed as active, the others as inactive; i = inactive; ? = inconclusive; nt = no result given; [ ] = remark or other dose. Unless noted, the call rests on the fitted dose curve; in most records, active means well fitted curve in the direction sought with a large enough effect; inconclusive means small, poorly fitted or top-dose-only effect, or another doubt; inactive means no such curve, though single readings can be large; an effect the other way counts as inactive or inconclusive.

cpd | SMILES | Hsp90 Hop PPI | FLuc inh | 4-MU autofl | ERK AVP inh | UbGFP stabilizer | HBB splicing | Fluorescein fluor | A350 autofl | CRE-bla Fsk | Epigenetic mod | TexasRed autofl
1 | CCOC(=O)c1sc(SCC(=O)Nc2ccc(N(C)C)cc2)nc1N | -19% | 13µM* | i | ? | 0% | nt | i | i | 2% | 0% | i
2 | O=C(Cn1cnc2c(oc3ccccc32)c1=O)N1CCCc2ccccc21 | 3% | -3% | i | -18% | 2% | 1.5%[0.369 µM] | i | i | -9% | 2% | i
3 | C=CCn1c(COc2cccc3ccc(C)nc23)nnc1SCC(N)=O | -4% | 1% | i | -18% | 5% | -1.0% | i | i | -1% | 3% | i
4 | C[C@H]1CN(S(=O)(=O)c2cccc3cnccc23)CCN1 | -2% | -2% | i | 11% | 4% | 2.7% | i | i | -14% | -2% | ?
5 | CCOC(=O)CSc1nc(NC#N)nc(N(CC)CC)n1 | nt | 0%[25.5 µM] | i | nt | nt | nt | i | i | nt | 3%[20.6 µM] | i
6 | O=C1Cc2ccccc2C(c2ccccc2)N1 (stereo unspecified) | -6% | -7% | nt | -22% | 0% | 0.2%[9.22 µM] | nt | nt | 3% | -2% | nt
7 | CCOc1ccc(C(=O)Nc2ccc3c(c2)OCO3)cc1OCC | -6% | -1% | i | -8% | 3% | 1.1% | ? | i | -5% | 3% | i
8 | COc1cccc(-c2cc(C(=O)N3CC4(C)CC3CC(C)(C)C4)no2)c1 (stereo unspecified) | 2% | -2% | i | -2% | -10% | -2.9% | i | i | ? | 2% | ?
9 | Cc1ccccc1Cn1ccc(NC(=O)c2cnn3cccnc23)n1 | -1% | -1% | i | -4% | -3% | -0.4% | ? | i | 12% | 0% | i
10 | O=C1C(c2ccc(F)cc2)N(Cc2ccc3c(c2)OCO3)C(=O)CN1C1CCCCC1 (stereo unspecified) | -4% | 2% | i | -8% | -3% | -1.3% | i | i | -27% | 2% | ?
11 | C=C(C)CSc1nnc(-c2ccccc2)n1N | -1% | 0% | i | -29% | -7% | 0.6% | i | i | -15% | 0% | i
12 | O=S1(=O)C=CC(Sc2nc3ccccc3[nH]2)C1 (stereo unspecified) | -1% | 1% | i | -1% | -3% | nt | i | i | -5% | -3% | i

Sorted by length of the SMILES (lowest first): part of the list above
cpd | SMILES | Hsp90 Hop PPI | FLuc inh | 4-MU autofl | ERK AVP inh | UbGFP stabilizer | HBB splicing | Fluorescein fluor | A350 autofl | CRE-bla Fsk | Epigenetic mod | TexasRed autofl
6 | O=C1Cc2ccccc2C(c2ccccc2)N1 (stereo unspecified) | -6% | -7% | nt | -22% | 0% | 0.2%[9.22 µM] | nt | nt | 3% | -2% | nt
4 | C[C@H]1CN(S(=O)(=O)c2cccc3cnccc23)CCN1 | -2% | -2% | i | 11% | 4% | 2.7% | i | i | -14% | -2% | ?
1 | CCOC(=O)c1sc(SCC(=O)Nc2ccc(N(C)C)cc2)nc1N | -19% | 13µM* | i | ? | 0% | nt | i | i | 2% | 0% | i
2 | O=C(Cn1cnc2c(oc3ccccc32)c1=O)N1CCCc2ccccc21 | 3% | -3% | i | -18% | 2% | 1.5%[0.369 µM] | i | i | -9% | 2% | i
8 | COc1cccc(-c2cc(C(=O)N3CC4(C)CC3CC(C)(C)C4)no2)c1 (stereo unspecified) | 2% | -2% | i | -2% | -10% | -2.9% | i | i | ? | 2% | ?

Later entries
cpd | SMILES | Hsp90 Hop PPI | FLuc inh | 4-MU autofl | ERK AVP inh | UbGFP stabilizer | HBB splicing | Fluorescein fluor | A350 autofl | CRE-bla Fsk | Epigenetic mod | TexasRed autofl
13 | O=C(CCC1N=C2c3ccccc3N=C(SCc3cccc(Cl)c3)N2C1=O)NCc1ccco1 (stereo unspecified) | -9% | -1% | 3.8e-08M* | 11% | 7% | -3.4% | i | 3.2e-08M* | ? | -3% | i
14 | CC1Cc2ccccc2N1C(=O)c1cccnc1 (stereo unspecified) | -2% | 3% | i | -5% | -2% | 7.4% | ? | i | -7% | 0% | i
15 | Cc1nnc(SCc2ccc(CC(=O)O)cc2)o1 | 2% | 1% | i | 17% | -5% | 0.6%[57.5 µM] | i | i | -1% | -2% | ?
16 | COc1ccc(-c2cc(-c3ccccc3O)[nH]n2)cc1OC | -7% | 4µM* | nt | ? | 4% | -0.2%[9.22 µM] | nt | nt | ? | 0% | nt
17 | O=C1N=C(c2ccccc2)C(c2ccccc2)N1 (stereo unspecified) | -11%[11 µM] | 2% | nt | -21% | -1%[9.17 µM] | 2.1%[0.0738 µM] | nt | nt | ? | -2% | nt
18 | Cc1cc2nc(-c3ccc(NC(=O)c4cccnc4)cc3)oc2cc1C | -4% | 13µM* | 1.5e-08M* | 28% | 2% | -1.3% | ? | 9e-08M* | ? | -1% | i

The list is partial. The share of hits here may be higher or lower than overall.
